Screening data (PubChem BioAssay)
SENP6 inh – inhibitors of human SENP6 protease | Recombinant SENP6 catalytic domain, aminoluciferin luminescence | inhibition, % at 10 µM | 330,000 compounds, 1.8% hits;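 active = inhibition above about 50% at the single tested dose, limit read from the data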;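 also: plate controls were DMSO wells with enzyme for no effect and DMSO wells lacking enzyme for full effect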
NLRP3 yeast inh – blocks the NALP3 inflammasome reconstituted in yeast; inhibition, % at 10 µM; 330,000 compounds, 0.39% hits; Yeast reconstituted NLRP3/ASC/caspase-1, beta-gal luminescence, 24 h; AID 2825;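 active = inhibition of 50% or more; inactive = inhibition below 50%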;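 also: plate controls were induced DMSO wells for no effect and uninduced yeast grown without galactose for full effect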
HKDC1 inhibitor – blocks human hexokinase HKDC1 activity; Q2TB90; recombinant HKDC1, G6PDH/diaphorase resazurin coupled fluorescence; inhibition, % at 20 µM; 340,000 compounds, 0.16% hits;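 active = inhibition above about 35% when tested at 20 µM, limit read from the data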;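 also: plate controls were DMSO wells with enzyme for no effect and DMSO wells lacking enzyme for full effect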
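Test system: Recombinant HKDC1 (HK5) hexokinase enzyme, produced in-house | Input: HKDC1 at 5 µg/mL | Buffer or medium: Tris pH 8.0 buffer with MgCl2, Tween-20, BSA, BME | Schedule: 90 min reaction incubation at room temperature, dark | Technique: Resazurin-to-resorufin fluorescence via G6PDH and diaphorase coupling, 525/613 nm | Controls: DMSO wells with and without enzyme mix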
SENP7 inh – inhibitors of human SENP7 protease | Q9BQF6 | recombinant SENP7, Z-RLRGG-aminoluciferin luminescence, 40 min | inhibition, % at 5 µM | 330,000 compounds, 1.5% hits;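 active = inhibition above about 50% at the single test dose, limit read from the data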;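 also: plate controls were DMSO with enzyme for no effect and no enzyme buffer wells for full effect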
SENP8 block-1 – SENP8 (human) protease inhibition; Q96LD8; recombinant SENP8, Nedd8 substrate fluorescence; inhibition, % at 20 µM; 360,000 compounds, 0.64% hits; AID 602440; in the data active = inhibition mostly above about 40%, no sharp cut-off; inactive = mostly below about 27%
PfG6PD inh – PfG6PD (Plasmodium falciparum) enzyme inhibition | 350,000 compounds, 0.78% hits | inhibition, % at 20 µM | PfGluPho enzyme, NADPH resazurin-diaphorase fluorescence;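 active = inhibition reaching at least a set limit at 20 µM in the primary screen, cut at about 59% in these data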;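 also: 0% = DMSO wells with substrate and 100% = DMSO wells lacking glucose-6-phosphate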
SENP8 block-2 – SENP8 protease inhibition; purified SENP8, Z-RLRGG-aminoluciferin cleavage, luminescence; AID 2540; 330,000 compounds, 1.2% hits; Q96LD8; inhibition, % at 10 µM; in the data active = inhibition above about 50%
Apaf1 inhib – inhibitors of human Apaf-1 apoptosome; 330,000 compounds, 0.71% hits; AID 489030; reconstituted apoptosome caspase-3 activity, DEVD-Rh110 fluorescence; inhibition, % at 20 µM; active = inhibition of at least 40% at 20 µM;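 also: plate controls were DMSO wells for no effect and DEVD-CHO caspase inhibitor wells for full effect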
Target sequence (O14727 whole entry, looked up): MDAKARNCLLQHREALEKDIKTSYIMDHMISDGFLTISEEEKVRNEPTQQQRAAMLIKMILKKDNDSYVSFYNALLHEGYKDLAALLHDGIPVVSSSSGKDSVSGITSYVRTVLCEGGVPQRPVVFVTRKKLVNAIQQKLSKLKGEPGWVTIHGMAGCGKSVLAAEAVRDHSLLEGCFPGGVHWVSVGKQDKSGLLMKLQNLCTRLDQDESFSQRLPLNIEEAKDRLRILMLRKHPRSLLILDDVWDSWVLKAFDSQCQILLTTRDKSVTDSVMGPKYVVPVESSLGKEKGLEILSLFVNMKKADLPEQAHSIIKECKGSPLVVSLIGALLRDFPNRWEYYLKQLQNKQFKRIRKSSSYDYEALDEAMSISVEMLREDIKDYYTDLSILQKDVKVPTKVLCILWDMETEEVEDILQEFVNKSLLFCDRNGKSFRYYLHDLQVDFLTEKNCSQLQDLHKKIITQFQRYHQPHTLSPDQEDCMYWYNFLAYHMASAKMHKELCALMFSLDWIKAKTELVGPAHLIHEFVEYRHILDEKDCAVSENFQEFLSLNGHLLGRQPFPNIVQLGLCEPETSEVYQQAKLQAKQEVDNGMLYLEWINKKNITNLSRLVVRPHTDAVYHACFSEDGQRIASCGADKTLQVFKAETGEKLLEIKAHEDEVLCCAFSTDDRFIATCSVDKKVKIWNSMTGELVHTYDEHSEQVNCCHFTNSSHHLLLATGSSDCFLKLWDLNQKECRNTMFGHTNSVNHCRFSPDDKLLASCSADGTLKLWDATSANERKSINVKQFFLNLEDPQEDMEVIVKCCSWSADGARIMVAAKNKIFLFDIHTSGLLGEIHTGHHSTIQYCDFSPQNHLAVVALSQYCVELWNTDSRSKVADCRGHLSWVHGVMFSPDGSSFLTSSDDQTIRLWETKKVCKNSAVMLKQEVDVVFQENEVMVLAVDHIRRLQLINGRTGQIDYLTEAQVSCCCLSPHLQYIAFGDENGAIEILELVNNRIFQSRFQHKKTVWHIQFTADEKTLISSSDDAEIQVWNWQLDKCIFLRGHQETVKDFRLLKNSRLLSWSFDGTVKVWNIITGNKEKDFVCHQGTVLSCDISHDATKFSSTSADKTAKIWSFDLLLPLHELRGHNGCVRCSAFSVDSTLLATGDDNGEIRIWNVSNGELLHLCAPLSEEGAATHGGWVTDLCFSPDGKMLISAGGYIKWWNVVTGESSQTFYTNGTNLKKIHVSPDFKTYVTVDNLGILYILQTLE
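Assay system – apoptosome proteins · Medium – Hepes buffer, pH 7.5 · Also added – cytochrome c with DEVD-Rh110 · Timing – 30 min compound preincubation, 50 min activation, room temperature · Detection – Rh110 fluorescence, excitation 480 nm, emission 540 nm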
SENP1 FRET inh – inhibitors of human SENP1 SUMO protease catalytic domain. AID 624204. inhibition, % at 10 µM. recombinant SENP1 catalytic domain, CyPet-SUMO1-YPet FRET cleavage. 360,000 compounds, 0.21% hits. Q9P0U3;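 active = inhibition at least 30% at 10 µM, raw YFP signal under a set limit, fluorescence ratio 0.5 to 1.5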;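 also: 0% = enzyme with DMSO and 100% = no enzyme wells; some results filed as inactive read as strong as hits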
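System: Recombinant human SENP1 catalytic domain, His6-tagged | Incubation: Enzyme reaction for 50 min at room temperature, dark | Medium: Tris pH 8 with BME, BSA, NP40 and catalase | Also added: 25 nM SUMO1 FRET substrate | Compound: 10 µM single point, 0.5% DMSO | Measured by: FRET fluorescence in CFP and YFP emission channels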
Starred values were filed as active, the others as inactive; . = no result given. Rows are unselected (roughly 4.1% active in at least one column).

compound	SENP1 FRET inh	SENP8 block-1	PfG6PD inh	Apaf1 inhib	SENP7 inh	HKDC1 inhibitor	SENP6 inh	SENP8 block-2	NLRP3 yeast inh
Cc1nc(SCC(=O)c2c[nH]c3ccccc23)n[nH]1	1	14	-7	3	-2	-2	-9	-1	16
C[C@H](CO)N1C[C@H](C)[C@@H](CN(C)S(=O)(=O)c2ccc(F)cc2)Oc2c(NS(=O)(=O)c3ccc(F)cc3)cccc2C1=O	3	-4	5	-2	-8	-5	-9	5	12
O=C1c2ccccc2C2(c3cc(C(F)(F)F)cc(C(F)(F)F)c3)NCCN12 (stereo not drawn)	2	8	5	.	.	3	.	.	.
CCCc1nnc(SCC(=O)N2CCCC(C)C2)n1CC1CCCO1 (stereo not drawn)	-1	5	-3	-7	13	1	14	1	1
O=C(Nc1ccc(O)cc1)c1ccccc1OCc1ccccc1	1	11	14	14	19	-9	50	2	28
CCOC(=O)NC(=O)CSc1ccc2ccccc2n1	-1	6	-12	-14	9	0	-13	0	24
O=C(CN(CC1CCCO1)C(=O)CNS(=O)(=O)c1ccc(F)cc1)NCC1CCCO1 (stereo not drawn)	0	0	4	0	1	-7	-10	6	28
O=c1c2ccccc2n2cnnc2n1-c1ccccc1	1	15	-8	-12	12	-5	-21	8	2
Cc1ccc(CN2CCc3[nH]c(=S)[nH]c(=O)c3C2)cc1	-53	-20	10	-5	7	-1	16	2	11
O=C(COC(=O)c1c2ccccc2cc2ccccc12)NCC(F)(F)F	-26	-426	26	-1	2	-3	-2	-2	25
Nc1cc(F)ccc1N1CCCCCC1	0	14	20	21	4	3	-13	-3	7
CC(=O)N1CCN(C(=O)c2cc3c(s2)CCC(C)C3)CC1 (stereo not drawn)	1	17	-7	12	-6	-2	-7	-3	13
CC1(C)CC(=O)C2=C(C1)NC(=O)NC2c1ccccc1 (stereo not drawn)	-15	-8	-20	3	-3	-6	-6	-8	13
COc1ccc(C2=[N+](C)CCn3cccc32)c(OC)c1	7	4	12	0	5	-9	8	-5	3
COc1ccc(CN(C)CC(=O)NC2CCCc3ccccc32)cc1OC (stereo not drawn)	2	-2	-11	7	1	-4	-14	-4	11
Cc1cc2oc(=O)cc(Cn3nnc(-c4ccc(Cl)cc4)n3)c2cc1C(C)C	.	.	.	1	-1	.	-13	-5	24
COc1ccc2[nH]c3c(c2c1)CCN1C(=O)C(CC(=O)NCc2cccc(C(F)(F)F)c2)C[C@H](C(=O)N2CCCCC2)[C@@]31CCc1ccccc1 (stereo partly drawn)	2	18	5	21	12	14	.	.	.
O=C(COC(=O)CNC(=O)C1CCCCC1)Nc1ccc2ccccc2c1	0	5	-4	6	-2	3	2	-2	19
COc1ccc(-c2cc(=O)oc3cc(OCC(=O)NCC4CCC(C(=O)O)CC4)ccc23)cc1 (stereo not drawn)	-3	1	-19	7	-8	5	9	-1	2
COC(=O)c1ccc(C2C(C(=O)c3cc4ccccc4o3)=C(O)C(=O)N2c2cc(C)on2)cc1 (stereo not drawn)	-15	-33	-28	7	0	-2	-7	-3	5
CC(Sc1nnc2n1CCCCC2)C(=O)Nc1ccccc1[N+](=O)[O-] (stereo not drawn)	-2	22	-15	4	7	3	-2	-8	12
COc1ccc(CCN2C(=O)CC(NNC(=O)c3ccccc3Br)C2=O)cc1 (stereo not drawn)	2	18	-11	6	-3	-2	-12	-13	13
O=C(NNC(=O)C1CCCCC1)c1ccco1	2	-32	-4	0	-4	-8	-7	5	8
COc1ccc(S(=O)(=O)N2CCCCC2)cc1NC(=O)CSc1nnc(C2CC2)n1C	4	11	6	-8	14	1	7	-1	11
COc1ccc(CCN(C)CC(O)c2ccccc2)cc1OC (stereo not drawn)	4	20	4	-1	7	-2	8	-3	5
CCCN(CCC)C(=O)CC(c1ccccc1)c1cc(Br)ccc1O (stereo not drawn)	-1	10	8	16	-6	5	-15	-13	24
CCc1ccc2c(c1)cc(CN(C(=S)Nc1ccccc1)C1CC1)c1nnnn12	2	4	10	10	13	-7	-2	3	19
CC1CC(C)CN(C(=O)CCNC(=O)c2ccccc2Cl)C1 (stereo not drawn)	-1	13	8	12	0	7	0	-7	15
O=C(O)c1cc2cc(F)ccc2[nH]1	-2	1	-7	8	-8	-3	-28	-10	17
CC(C)CC(C(=O)O)N1C(=O)C2C3c4ccccc4C(c4ccccc43)[C@@H]2C1=O (stereo partly drawn)	1	18	-23	4	10	6	-30	1	9

2 compounds from above, showing only SENP6 inh and SENP7 inh.
smiles	SENP6 inh	SENP7 inh
CC1CC(C)CN(C(=O)CCNC(=O)c2ccccc2Cl)C1 (stereo not drawn)	0	0
O=C(O)c1cc2cc(F)ccc2[nH]1	-28	-8

Following part:
compound	SENP1 FRET inh	SENP8 block-1	PfG6PD inh	Apaf1 inhib	SENP7 inh	HKDC1 inhibitor	SENP6 inh	SENP8 block-2	NLRP3 yeast inh
CC(C)OCCCNC(=S)N1CCC(C(=O)c2ccc(Cl)cc2)CC1	2	20	-7	14	-2	3	13	4	33
COc1cc(OC)c2c(c1)C(=O)OC2OC (stereo not drawn)	1	9	-13	-15	14	-2	-21	-10	6
COc1cc(C(=O)NNC(=O)c2ccc(NC(=O)C(C)(C)C)cc2)cc(OC)c1OC	2	11	-12	-12	8	1	-12	-4	6
Fc1cc(F)cc(NC(=S)N2CCC(c3ccccc3)C2)c1 (stereo not drawn)	2	20	8	2	11	11	-10	-7	13
Cc1cc(N/N=C/c2ccccc2F)c2ccccc2n1	3	-322	11	5	2	-6	7	-6	8
COc1ccc(NC(=O)c2ccc(CN3CCN(c4ccccc4)CC3)cc2)cc1	-2	13	8	-2	-1	0	-1	-4	19
CCn1nc(CC(=O)Nc2ccc(-n3cnnn3)c(C)c2)c2ccccc2c1=O	3	15	-15	-6	-4	-1	-4	6	28
C=CCn1c(CCNC(=O)c2ccco2)nc2ccccc21	0	0	-3	7	-3	-5	-8	-14	3
O=C(N/N=C/c1cc(Br)ccc1O)c1cccc(N2CCCC2=O)c1	-19	-7	6	16	5	-28	5	-14	27
CCSCc1nnc(SCC(=O)Nc2cccc(C(C)=O)c2)n1C	-1	24	-8	-16	12	-8	3	0	5
COc1cccc(S(=O)(=O)Nc2cccc(C(=O)N3CCCC3)c2)c1	0	0	-5	3	0	-6	2	9	5
COc1ccc(C(=O)c2ccc(-c3ccc(OC)cc3)nc2)cc1	1	-230	6	4	-12	-4	-16	-5	22
COc1ccc(C(=O)NCc2ccc(C)cc2)cc1S(=O)(=O)N1CCCc2ccccc21	-1	8	12	20	-6	-1	-9	-6	13
Cc1c(CC(=O)O)c(=O)oc2c(C)c(OCc3ccc(F)cc3F)ccc12	-1	-325	-28	-4	-1	-3	-2	5	11
CCCCOc1ccc(C2CC(=O)NC2=O)cc1 (stereo not drawn)	-1	3	-13	-4	3	3	-4	-5	17
Fc1ccc(-c2nnc3ccc(N4CCCC4)nn23)cc1	2	-46	10	9	-6	1	6	4	16
COc1cc(C(=O)NNC(=O)Cc2ccc(S(=O)(=O)N3CCOCC3)s2)cc(OC)c1OC	-1	5	5	1	-6	-3	0	2	10
CCn1c(CC(=O)Nc2ccc(Cl)cc2)nnc1SCC(=O)N1CCOCC1	0	-2	3	1	1	-2	-11	-2	-1
Cc1ccc(C)c(Nc2nn3c(=O)c4ccc(C(=O)NCc5cccnc5)cc4nc3s2)c1	-2	-342	-9	21	13	8	9	-4	9
CCN(Cc1ccccc1)C(=O)CSc1nc(C)cc2c1C(=O)OC2	4	21	-9	0	9	-4	24	7	-10
O=C1C2CC=CCC2C(=O)N1Cc1nnc(-c2ccc(Cl)cc2)o1 (stereo not drawn)	-8	-11	-8	8	-2	14	-27	-12	21
S=C(NCC1CCCO1)N1CCN(Cc2ccccc2)CC1 (stereo not drawn)	-1	15	0	-10	-1	-10	-2	8	7
c1ccc(-c2nccc(-c3ccc(-n4cnc5ccccc54)cc3)n2)nc1	1	5	21	10	8	11	-3	-3	7
CCOC(=O)c1c(C2CC2)csc1NC(C)=O	0	-2	1	7	1	0	-15	-9	1
O=c1cc(-c2ccccc2)[nH]c2ccc(F)cc12	1	-17	4	.	.	-4	.	.	.

13 structures already listed, sorted by SMILES length, smallest number first:
compound	SENP1 FRET inh	SENP8 block-1	PfG6PD inh	Apaf1 inhib	SENP7 inh	HKDC1 inhibitor	SENP6 inh	SENP8 block-2	NLRP3 yeast inh
CCCCOc1ccc(C2CC(=O)NC2=O)cc1 (stereo not drawn)	-1	3	-13	-4	3	3	-4	-5	17
CCOC(=O)c1c(C2CC2)csc1NC(C)=O	0	-2	1	7	1	0	-15	-9	1
O=c1cc(-c2ccccc2)[nH]c2ccc(F)cc12	1	-17	4	.	.	-4	.	.	.
CCSCc1nnc(SCC(=O)Nc2cccc(C(C)=O)c2)n1C	-1	24	-8	-16	12	-8	3	0	5
COc1ccc(C(=O)c2ccc(-c3ccc(OC)cc3)nc2)cc1	1	-230	6	4	-12	-4	-16	-5	22
CCN(Cc1ccccc1)C(=O)CSc1nc(C)cc2c1C(=O)OC2	4	21	-9	0	9	-4	24	7	-10
O=C1C2CC=CCC2C(=O)N1Cc1nnc(-c2ccc(Cl)cc2)o1 (stereo not drawn)	-8	-11	-8	8	-2	14	-27	-12	21
COc1cccc(S(=O)(=O)Nc2cccc(C(=O)N3CCCC3)c2)c1	0	0	-5	3	0	-6	2	9	5
CCn1c(CC(=O)Nc2ccc(Cl)cc2)nnc1SCC(=O)N1CCOCC1	0	-2	3	1	1	-2	-11	-2	-1
c1ccc(-c2nccc(-c3ccc(-n4cnc5ccccc54)cc3)n2)nc1	1	5	21	10	8	11	-3	-3	7
Cc1c(CC(=O)O)c(=O)oc2c(C)c(OCc3ccc(F)cc3F)ccc12	-1	-325	-28	-4	-1	-3	-2	5	11
COc1ccc(C(=O)NCc2ccc(C)cc2)cc1S(=O)(=O)N1CCCc2ccccc21	-1	8	12	20	-6	-1	-9	-6	13
COc1cc(C(=O)NNC(=O)Cc2ccc(S(=O)(=O)N3CCOCC3)s2)cc(OC)c1OC	-1	5	5	1	-6	-3	0	2	10
